Source: PubChem (National Center for Advancing Translational Sciences (NCATS))
FLuc modulator – inhibits or activates purified firefly luciferase, miR-21 counter-screen | purified FLuc, Km substrates, luminescence inhibition | Potency, µM (highest dose often 57.5 µM), inactives show at the top dose activity change, negative = inhibition, actives largely listed as inhibitors | hit rate 6.9% among 360,000; active = well fitted inhibition curve with a large enough effect; inconclusive = small, poorly fitted or top-dose-only effect;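 note: plate controls were vehicle for no effect and reference inhibitor for full effect; nearly all actives have a fitted effect of over 55% in size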
Target sequence (P08659 whole entry, looked up): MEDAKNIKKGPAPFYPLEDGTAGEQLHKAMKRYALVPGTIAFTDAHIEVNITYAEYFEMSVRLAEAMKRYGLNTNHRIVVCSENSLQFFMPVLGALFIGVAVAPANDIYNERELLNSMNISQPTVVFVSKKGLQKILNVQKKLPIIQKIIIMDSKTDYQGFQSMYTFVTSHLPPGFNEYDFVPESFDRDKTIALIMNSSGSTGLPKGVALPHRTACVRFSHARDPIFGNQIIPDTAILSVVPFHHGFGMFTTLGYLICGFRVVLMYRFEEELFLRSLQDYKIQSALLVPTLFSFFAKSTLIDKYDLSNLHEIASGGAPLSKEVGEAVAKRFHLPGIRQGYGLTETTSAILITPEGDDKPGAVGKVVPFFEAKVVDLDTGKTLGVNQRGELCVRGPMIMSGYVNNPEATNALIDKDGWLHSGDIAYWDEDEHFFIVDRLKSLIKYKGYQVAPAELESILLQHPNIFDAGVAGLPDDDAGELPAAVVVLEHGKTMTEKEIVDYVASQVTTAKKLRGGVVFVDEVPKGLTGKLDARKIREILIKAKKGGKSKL
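Biochemical qHTS of compounds, final roughly 60 µM downward over six points, against 10 nM purified firefly luciferase using Km concentrations of substrates (10 uM D-luciferin, 10 uM ATP) in Tris acetate pH 7.5 buffer; luminescence output.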
* = called active by the depositor; ? = inconclusive. Potency is the fitted concentration of half-maximal effect. Not all compounds are listed; rates above refer to the full screens.

cpd	SMILES	FLuc modulator
1	COC(=O)c1ccc(NC(=O)CC2C(=O)N(c3ccc(C)cc3)C(=O)N2Cc2ccc(OC)cc2)cc1 (configuration not stated)	-12%
2	c1ccc(Nc2c(-c3c[nH]c4ccccc34)nc3ccccn23)cc1	?
3	CCOc1cc(OCC)cc(C(=O)Nc2cccc(-c3nc4ccccc4[nH]3)c2)c1	-1%
4	Cc1c(C(=O)N(C)C)sc2c1c(=O)n(-c1ccccc1C(F)(F)F)c(=O)n2Cc1ccccc1C#N	2%
5	CCCCNC(=O)C1CCC(Cn2c(=O)c3sccc3n(CC(=O)N3CCCC3)c2=O)CC1 (configuration not stated)	0%
6	O=C(Cn1cc(SCc2ccccc2F)c2ccccc21)N1CCCCC1	?
7	Cc1cc(C)c(NC(=O)c2cc3c(=O)n4ccccc4nc3n2C)c(C)c1	-3%
8	O=C(CSc1nc2c(c(=O)[nH]1)CN(Cc1ccc(F)cc1)CC2)Nc1ccccc1Cl	0%
9	Cc1ccccc1OCC(=O)Nc1nnc(S(=O)(=O)N(C)c2ccccc2)s1	0.95µM*
10	CCOc1ccc(C2CC(=O)NC(NC(=O)c3ccc(C)cc3)=N2)cc1 (configuration not stated)	-13%
11	COc1ccc(S(=O)(=O)Nc2cccc(-c3ccc(N4CCCC4)nn3)c2)c(OC)c1	?
12	COc1ccc(CNC(=O)c2c3c(nc4ccccc24)C(=O)N(C2CCCCC2)C3)c(OC)c1	-14%
13	CCOc1ccc(NC(=O)c2cnn3c2NC(c2cccc(OC)c2)=CC3c2ccccc2)cc1 (configuration not stated)	-3%
14	COc1cccc(Cn2c(CNC(=O)C(C)C)nc3cccnc32)c1	1%
15	CC1CCN(S(=O)(=O)c2ccc3c(c2)c(=O)c(C(=O)NCc2ccc(Cl)cc2)cn3C)CC1	-4%
16	Cc1ccc2c(CNC3CCC(C)CC3)c(C(=O)O)n(Cc3cccc(F)c3)c2c1 (configuration not stated)	-8%
17	Cc1cn(C)c(CC(=O)NCc2ccc(Cl)cc2)c1C(=O)O	?
18	COc1ccc2c(c1)sc1ncc(C(=O)NCc3ccccc3F)c(=O)n12	1%
19	COc1ccc(-c2nc3ccccc3s2)cc1NC(=O)c1cc(OC)c(OC)c(OC)c1	?
20	CCCCN(CCCC)CCCNC(=O)c1ccc2nc(N3CCCCC3)sc2c1	4%
21	Cc1ccc(S(=O)(=O)Nc2cc3c(cc2N2CCOCC2)n(C)c(=O)n3C)c(C)c1	-2%
22	Cc1nn2c(=O)cc(COC(=O)c3cccc(NC(=O)COc4ccccc4Cl)c3)nc2s1	3µM*
23	Cc1ccc(-c2cnc(C3CC3)o2)cc1S(=O)(=O)Nc1ccc(F)cc1Cl	?
24	COC(=O)c1ccc(Nc2nnc(-c3ccc(C)c(S(=O)(=O)N4CCN(C)CC4)c3)c3ccccc23)cc1	?
25	CC(C)Oc1ccc(CNC(=O)Nc2ccc3c(c2)N(C)C(=O)c2ccccc2S3)cc1	0%
26	O=C(CSc1nc2c(c(=O)[nH]1)CN(Cc1ccc3c(c1)OCO3)CC2)Nc1ccc(F)cc1	-1%
27	COc1ccc(N2CCN(S(=O)(=O)c3ccc4c(c3)CC(C)N4C(C)=O)CC2)cc1 (configuration not stated)	-4%
28	COc1ccc(C(C(=O)NCc2ccccc2)N(C(=O)Cn2nnc3ccccc32)c2ccc(F)cc2)cc1 (configuration not stated)	-1%
29	CCOC(=O)c1ccc(NC(=O)CCCc2nc(-c3ccccc3Cl)no2)cc1	-14%
30	CCN1CCN(C(=O)c2ccc3c(c2)N(Cc2ccc(F)cc2)C(=O)c2ccccc2S3(=O)=O)CC1	1%

An excerpt of these results, with each value named:
20. CCCCN(CCCC)CCCNC(=O)c1ccc2nc(N3CCCCC3)sc2c1
- FLuc modulator: 4%

21. Cc1ccc(S(=O)(=O)Nc2cc3c(cc2N2CCOCC2)n(C)c(=O)n3C)c(C)c1
- FLuc modulator: -2%

22. Cc1nn2c(=O)cc(COC(=O)c3cccc(NC(=O)COc4ccccc4Cl)c3)nc2s1
- FLuc modulator: 3µM*

23. Cc1ccc(-c2cnc(C3CC3)o2)cc1S(=O)(=O)Nc1ccc(F)cc1Cl
- FLuc modulator: ?

Continuation.
cpd	SMILES	FLuc modulator
31	COc1ccc(NC(=O)c2oc3ccc(S(=O)(=O)N4CCCCC4)cc3c2C)cc1Cl	4%
32	CCOC(=O)c1cc2c(=O)n3ccccc3nc2n(CC(C)C)c1=NC(=O)C(C)(C)Oc1ccc(Cl)cc1	-5%
33	CC(Oc1ccccc1)C(=O)Nc1nc2ccc(S(N)(=O)=O)cc2s1 (configuration not stated)	-13%
34	Cc1ccc(C)c(NC(=O)Nc2csc3c2CCCC3)c1	0%
35	CCN(CC)c1cc2c(cc1F)c(=O)c(S(=O)(=O)c1cc(C)ccc1C)cn2Cc1ccccc1	1%
36	CC(=O)c1ccc(S(=O)(=O)N2CCn3cccc3C2c2ccccc2F)cc1 (configuration not stated)	-4%
37	CC(C)(C)c1cc(C(C)(C)C)c2oc(=O)c(-c3nc4ccccc4[nH]3)cc2c1	6%
38	O=C(CCC(=O)N1CC2CCCN2c2ccccc21)NCc1ccccc1F (configuration not stated)	4%
39	CCOc1ccccc1NC(=O)c1c(NC(=O)c2ccccc2C)sc2c1CCC(C)C2 (configuration not stated)	4%
40	Cc1n[nH]c(C)c1S(=O)(=O)N(CC(=O)Nc1ccc(C(F)(F)F)cc1)c1ccc(C(C)C)cc1	-2%
41	COc1ccc(CCNC(=O)CCc2c(C)c3cc4c(C)c(C)oc4cc3oc2=O)cc1	0%
42	CCOc1ccc(N2CC(NC(=O)Cc3cccs3)CC2=O)cc1 (configuration not stated)	-3%
43	CCN(Cc1ccccc1)C(=O)Cn1c(=O)n(-c2ccc(Cl)cc2)c(=O)c2c(C)c(C)sc21	-3%
44	COc1ccc(NC(=O)CCn2nc(-c3ccc(Cl)cc3)c3ccccc3c2=O)cc1	-3%
45	COc1ccc(S(=O)(=O)c2c(Nc3ccc(C)cc3)sc(C(=O)c3ccc4c(c3)OCO4)c2N)cc1	-1%
46	CCOc1ccc(Cn2c(CNS(=O)(=O)c3ccc([N+](=O)[O-])cc3)nc3cccnc32)cc1	0%
47	COc1ccccc1NC(=O)c1sc2nc(C)c(C(=O)Nc3ccc(C)cc3C)c(-c3ccc(Br)cc3)c2c1N	-1%
48	CCOc1ccc(C(c2c(O)cc(C)n(Cc3ccco3)c2=O)N2CCCCC2)cc1 (configuration not stated)	-18%
49	Cc1ccc(-n2nc(C(=O)N3CCN(c4cccc(C(F)(F)F)c4)CC3)c(=O)n(C)c2=O)cc1	2%
50	CCCCn1cc(S(=O)(=O)c2ccc(C)c(C)c2)c(=O)c2cc(F)c(N(CC)CC)cc21	-10%
51	COc1ccc(CNc2nc(-c3ccco3)nn2C(=O)c2ccccc2C)cc1	-6%
52	CCCCNC(=O)c1cnc2c(-c3ccc(OCC)c(OCC)c3)c(C)nn2c1-c1ccccc1	0%
53	Cn1c(=O)n(C)c2cc(N3CCCCC3)c(NC(=O)c3ccc(C(C)(C)C)cc3)cc21	1%
54	Cc1ccc(-n2nc3c(N4CCC(C(=O)NC(C)C)CC4)nnc(C)c3c2C)cc1	0%
55	CCCN1C(=O)C(O)(CC(=O)c2ccc(OC)c(OC)c2)c2ccccc21 (configuration not stated)	-1%
56	COc1ccccc1NC(=O)c1c(NCc2ccc(OC)c(OC)c2OC)sc2c1CCCC2	1%
57	CCOc1ccccc1NC(=O)Cn1c(=O)n(-c2ccc(Cl)cc2)c(=O)c2oc3ccccc3c21	-5%
58	CCCCC(=O)OC1=CN(Cc2ccccc2)S(=O)(=O)c2ccccc21	5%
59	COc1cccc(CNC(=O)C2CCCN(S(=O)(=O)c3cn(C)cn3)C2)c1 (configuration not stated)	-2%
60	Cc1ccc(Cn2c3ccccc3c3cnn(CC(=O)N4CCCCCC4)c(=O)c32)cc1	-3%
61	Cc1noc(C)c1S(=O)(=O)NCCc1csc2nc(-c3ccc(F)cc3)nn12	-14%
62	COc1ccc(Cl)cc1NC(=O)c1cc2ccccn2n1	-2%
63	Cc1cccc(C)c1Nc1sc(C(=O)c2ccccc2)c(N)c1S(=O)(=O)c1ccccc1	1%
64	CCOC(=O)c1sc2ccccc2c1S(=O)(=O)N1CCN(c2cccc(OC)c2)CC1	-6%
65	CCC(=O)C1=C(c2cccc([N+](=O)[O-])c2)N(C(=O)CC)n2c(nnc2C2CCCCC2)S1	0%
66	COc1ccc(NC(=O)c2ccc3oc(=O)c(S(=O)(=O)c4ccc(F)cc4)cc3c2)c(OC)c1	?
67	COC(=O)c1ccccc1NC(=O)Cn1c(=O)cc(-c2ccccc2)c2c(C)nn(C)c21	-1%
68	CCOc1ccc(CNC(=O)c2cnc3c(C)cccn3c2=O)cc1	1%
69	CCOc1ccc(-n2c(SCC(=O)Nc3cccc(Cl)c3)nc3c(oc4ccccc43)c2=O)cc1	-2%
70	O=C1C2=C(Nc3ccccc3SC2c2ccc(Cl)c(Cl)c2)c2ccccc21 (configuration not stated)	-10%
71	CCc1ccc(NC(=O)c2sc3nc(-c4ccccc4)cn3c2C)cc1	0%
72	CC(C)c1ccc(C2c3c(-c4ccccc4O)n[nH]c3C(=O)N2CCc2ccccc2)cc1 (configuration not stated)	3%
73	COc1ccc(Cl)cc1N(C)C(=O)Cc1noc2ccc(C)cc12	-3%
74	COc1ccc(-n2c(=O)c3c4c(sc3n(CC(=O)N3CCCCC3C)c2=O)CCC4)c(OC)c1 (configuration not stated)	5%
75	Cc1ccc(-n2c(=O)c3c(c4cc(C)ccc4n3C)n(CC(=O)NCCC3=CCCCC3)c2=O)cc1	1%
76	CCc1sc(Nc2ccc(C)cc2Br)nc1-c1cc2cccc(OC)c2oc1=O	-6%
77	CCc1ccccc1S(=O)(=O)Cc1ccc(C(=O)NCc2ccc(Cl)cc2)o1	-6%
78	COc1ccc(OC)c(/C=C/C(=O)Nc2ccc(C(=O)OCCC(C)C)cc2)c1	0%
79	COc1ccc(NC(=O)c2nn(C)c3c2CS(=O)(=O)c2ccccc2-3)cc1Cl	-14%
80	Cc1cc(C)c(NC(=O)Cn2nc(-c3ccncc3)ccc2=O)c(C)c1	0%
81	CCOc1ccccc1CNC(=O)CN1C(=O)C2CCCCN2c2ccc(C(=O)N(C)C)cc21 (configuration not stated)	4%
82	Cc1ccc(C)c(CNC(=O)c2ccc3c(c2)nc2n3CCC(C)C2)c1 (configuration not stated)	?
83	Cc1ccc(NC(=O)CSc2nc(-c3ccco3)nc3cc(=O)[nH]n23)cc1C	?
84	CCc1ccc(NC(=O)C2CCC(CNS(=O)(=O)c3ccc4c(c3)C(C)(C)C(=O)N4C)CC2)cc1 (configuration not stated)	-2%
85	O=C(NCCc1ccccc1Cl)c1ccc(Cn2c(=O)c3cccn3c3cccnc32)cc1	-2%
86	O=C(Nc1ccc(Cl)cc1F)c1cc(S(=O)(=O)NCc2ccc3c(c2)OCO3)ccc1F	3%
87	Cc1cc(C)n(-c2nc3ccccc3nc2Nc2cccc(C)c2C)n1	-6%
88	O=C(NCCc1ccc(Cl)cc1)c1ccc(CS(=O)(=O)Cc2ccc(F)cc2)o1	3%
89	CCOc1ccc(NC(=O)Cn2c(=O)n(CCCCCC(=O)NCc3ccccc3)c(=O)c3sccc32)cc1	-1%
90	Cc1ccccc1Cn1nnc2c(=O)[nH]c(C3CCN(C(=O)c4ccccc4Cl)CC3)nc21	-2%

(listing goes on)
cpd	SMILES	FLuc modulator
91	CC(C)Cc1nn2c(=O)cc(COC(=O)c3ccc(NC(=O)CCc4ccccc4)cc3)nc2s1	2%
92	CCOC(=O)c1cc2c(=O)n3ccccc3nc2n(CC2CCCO2)c1=NC(=O)c1cccc(C(F)(F)F)c1 (configuration not stated)	-2%
93	CCC(CC)C(=O)Nc1cccc(-c2cn3cccnc3n2)c1	-8%
94	Cc1ccc(C)c(N2CCN(C(=O)c3ccc4[nH]c(C)c(C)c4c3)CC2)c1	-11%
95	CCCn1c2ccccc2c2cnn(CC(=O)NCCc3ccccc3)c(=O)c21	-14%
96	Cc1ccc(-n2nnnc2C2CCN(S(=O)(=O)c3ccc(OC(F)(F)F)cc3)CC2)cc1	-1%
97	CCOC(=O)c1c(NC(=O)c2cc(-c3ccc(Br)cc3)on2)sc(C(C)=O)c1C	4%
98	Cc1ccccc1-c1nc2cc(NC(=O)c3cccc(OCCC(C)C)c3)ccc2o1	-3%
99	COc1cccc(-c2cn3c(n2)sc2cc(C(=O)NCc4cccs4)ccc23)c1	0%
100	COC(=O)c1cc2oc(C)cc2n1Cc1ccc(C)cc1	-1%
101	Cc1ccc(NC(=O)CSc2cn(CC(=O)N3CCOCC3)c3ccccc23)cc1Cl	-16%
102	CCC(=O)N1CCc2cc(S(=O)(=O)NCCC(=O)Nc3cccc(SC)c3)ccc21	2%
103	O=C(Cn1c(SCC(=O)Nc2ccc(F)cc2)nc2ccccc21)NCc1ccc(Cl)cc1	-1%

5 consecutive entries already listed:
cpd	SMILES	FLuc modulator
99	COc1cccc(-c2cn3c(n2)sc2cc(C(=O)NCc4cccs4)ccc23)c1	0%
100	COC(=O)c1cc2oc(C)cc2n1Cc1ccc(C)cc1	-1%
101	Cc1ccc(NC(=O)CSc2cn(CC(=O)N3CCOCC3)c3ccccc23)cc1Cl	-16%
102	CCC(=O)N1CCc2cc(S(=O)(=O)NCCC(=O)Nc3cccc(SC)c3)ccc21	2%
103	O=C(Cn1c(SCC(=O)Nc2ccc(F)cc2)nc2ccccc21)NCc1ccc(Cl)cc1	-1%

Along the list, quoted from above:
Entries 83–94 in FLuc modulator read ?, -2%, -2%, 3%, -6%, 3%, -1%, -2%, 2%, -2%, -8%, -11%
